EBV LMP1 NFkB: EBV LMP1-driven NF-kappaB luciferase reporter inhibitors, primary screen, cell-based, luminescence, single point. LMP1-induced NF-kappaB luciferase reporter cells. AID 504558, 2011. actives 0.69% (n = 350,000). inhibition, % at 12.5 µM; in the data active = inhibition above about 41%;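 note: 0% = neutral control wells and 100% = reference inhibitor control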
KKLEB cytotox: cytotoxicity in KKLEB CF airway cells, primary screen, cytotoxicity control for CF NF-kB inhibitor project, cell-based, uHTS, fluorescence assay plates. AID 602141, 2011. actives 0.36% (n = 360,000). activity change (cytotoxicity), % at 5 µM. KKLEB CF airway cells viability, ATPlite luminescence, overnight; stronger effect = lower value; cells stimulated with P. aeruginosa culture filtrate;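 active = corrected activity change at or below -50% at 5 µM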
NCOA1 inh: SRC1 coactivator transcriptional activity inhibitors, primary screen, cell-based, luminescence. Nuclear receptor coactivator 1 (Homo sapiens), Q15788. HEK293 GAL4-SRC1 luciferase reporter. inhibition, % at 3.6 µM. actives 0.12% (n = 360,000). AID 588354, 2011;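 active = inhibition above the campaign mean plus 3 SD, with each screening campaign given its own cutoff, cut at about 60% in these data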;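 note: 0% = DMSO treated cells and 100% = gossypol at 36 µM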
Target sequence (Q15788 whole entry, looked up, the tested form may be a part): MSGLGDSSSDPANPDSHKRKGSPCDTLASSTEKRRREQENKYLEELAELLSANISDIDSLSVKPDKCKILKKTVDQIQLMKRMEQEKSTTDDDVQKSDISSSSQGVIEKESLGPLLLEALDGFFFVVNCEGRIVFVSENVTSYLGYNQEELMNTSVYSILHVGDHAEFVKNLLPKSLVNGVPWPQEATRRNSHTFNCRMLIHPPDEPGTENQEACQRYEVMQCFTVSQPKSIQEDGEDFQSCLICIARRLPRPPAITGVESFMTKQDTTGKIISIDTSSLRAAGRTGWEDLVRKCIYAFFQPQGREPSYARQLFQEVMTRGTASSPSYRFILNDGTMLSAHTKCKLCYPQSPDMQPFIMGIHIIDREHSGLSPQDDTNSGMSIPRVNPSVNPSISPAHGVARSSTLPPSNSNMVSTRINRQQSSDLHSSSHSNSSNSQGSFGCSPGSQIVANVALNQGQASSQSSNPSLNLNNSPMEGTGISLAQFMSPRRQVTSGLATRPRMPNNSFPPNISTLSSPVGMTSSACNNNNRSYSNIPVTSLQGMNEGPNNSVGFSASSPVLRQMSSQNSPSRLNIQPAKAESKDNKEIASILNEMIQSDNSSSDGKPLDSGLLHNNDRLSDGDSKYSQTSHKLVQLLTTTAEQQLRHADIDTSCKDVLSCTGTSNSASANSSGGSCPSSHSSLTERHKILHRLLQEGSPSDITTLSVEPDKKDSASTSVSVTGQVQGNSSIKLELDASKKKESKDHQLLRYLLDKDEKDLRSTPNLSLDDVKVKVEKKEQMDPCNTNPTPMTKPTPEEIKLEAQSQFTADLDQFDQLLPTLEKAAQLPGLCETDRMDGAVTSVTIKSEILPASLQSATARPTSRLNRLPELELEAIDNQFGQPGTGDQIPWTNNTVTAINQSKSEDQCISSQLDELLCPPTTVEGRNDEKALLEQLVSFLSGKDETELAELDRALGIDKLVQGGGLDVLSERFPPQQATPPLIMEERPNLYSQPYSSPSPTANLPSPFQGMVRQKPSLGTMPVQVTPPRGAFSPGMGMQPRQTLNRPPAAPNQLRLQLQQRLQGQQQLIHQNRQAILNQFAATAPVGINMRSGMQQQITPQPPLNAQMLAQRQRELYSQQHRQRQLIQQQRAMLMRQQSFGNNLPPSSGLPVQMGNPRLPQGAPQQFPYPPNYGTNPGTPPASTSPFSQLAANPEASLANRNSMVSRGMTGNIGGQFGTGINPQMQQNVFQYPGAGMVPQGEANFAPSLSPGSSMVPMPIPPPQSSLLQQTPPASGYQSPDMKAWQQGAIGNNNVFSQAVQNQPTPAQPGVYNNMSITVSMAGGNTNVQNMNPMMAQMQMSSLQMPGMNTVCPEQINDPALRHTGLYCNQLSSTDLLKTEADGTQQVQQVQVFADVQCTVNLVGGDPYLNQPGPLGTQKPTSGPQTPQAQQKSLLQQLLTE
TROY NFkB inh: inhibitors of TROY-driven NF-kB signaling, primary screen, Q293 LMP1-TROYcd cells, NF-kB luciferase, uHTS. Q293 LMP1-TROYcd NF-kB luciferase reporter, 4 h. inhibition, % at 10 µM. AID 1347056, 2019. actives 0.98% (n = 360,000);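 active = compounds whose plate-normalised and pattern-corrected inhibition of the luciferase reporter signal at the single screening dose is 50% or more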
NCOA3 inh: SRC3 coactivator transcriptional activity inhibitors, primary screen, cell-based, luminescence; Nuclear receptor coactivator 3 (Homo sapiens), Q9Y6Q9; HEK293 GAL4-SRC3 luciferase reporter; inhibition, % at 3.6 µM; actives 0.17% (n = 360,000); AID 588352, 2011;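 active = inhibition above a per-campaign cutoff, the mean of all compounds plus 3 SD, cut at about 60% in these data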;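 note: 0% = DMSO-treated cells and 100% = gossypol-treated cells at 36 µM; higher means less SRC3-driven luciferase light from the GAL4 reporter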
COUP-TFII inh: NR2F2 transcriptional activity inhibitors, primary screen, cell-based, luciferase reporter, HEK293T, luminescence; actives 0.7% (n = 370,000); COUP transcription factor 2 (Homo sapiens), P24468; inhibition, % at 8.6 µM; HEK293T NGFI-A luciferase reporter;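 active = inhibition above a per-plate cutoff, mean inhibition of test wells between control levels plus 3 SD, cut at about 38% in these data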;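 note: cells cotransfected with COUP-TFII expression vector driving the NGFI-A reporter; 0% = median of COUP-TF2 test wells and 100% = reporter-only cells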
CF NFkB block: inhibitors of PAF-induced NF-kB signaling, primary screen, cell-based, GFP fluorescence, uHTS | KKLEB NF-kB-GFP reporter, GFP fluorescence overnight | inhibition, % at 5 µM | actives 0.86% (n = 360,000) | AID 588850, 2011;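 active = at least 50% inhibition at 5 µM, scaled per plate between neutral and stimulator controls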;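 note: PAF is a Pseudomonas aeruginosa culture filtrate used as stimulus; plate controls were PAF-stimulated DMSO wells for no effect and unstimulated DMSO wells for full effect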
NR5A2 inv ag: LRH-1 (NR5A2) inverse agonists, primary screen, cell-based, luminescence, HEK293T, StAR-luciferase reporter; Nuclear receptor subfamily 5 group A member 2 (Homo sapiens), O00482; LRH-1 transfected, 24 h; inhibition, % at 3.6 µM; actives 0.13% (n = 360,000); AID 602396, 2012;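 active = inhibition above the mean inhibition of all tested compounds plus 3 SD, cut at about 73% in these data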;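 note: 0% = DMSO wells and 100% = reporter-only cells lacking LRH-1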
TWEAK-Fn14 inh: inhibitors of TWEAK-Fn14 signaling, primary screen, luciferase reporter cells, uHTS; TWEAK-stimulated Fn14 reporter cells, luciferase luminescence, 8 h; inhibition, % at 10 µM; actives 2% (n = 360,000); AID 1159606, 2016; in the data active = inhibition above about 50%
NCOA2 inhibitor: inhibition of GAL4-SRC2 driven luciferase reporter, primary screen, SRC2 inhibitor project, cell-based, luminescence; Nuclear receptor coactivator 2 (Homo sapiens), Q15596; HEK293 GAL4-SRC2 luciferase reporter; inhibition, % at 9 µM; actives 0.17% (n = 370,000); AID 651957, 2012;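 active = inhibition above the mean inhibition of all tested compounds plus 3 SD, set per campaign, cut at about 52% in these data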;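 note: 0% = DMSO treated cells and 100% = cells given Gossypol at 36 µM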
C8 TRAIL sens: viability loss with TRAIL in NB7+C8 cells, primary screen, TRAIL sensitizer project, cell-based, ATPlite luminescence | actives 1% (n = 360,000) | AID 624354, 2012 | inhibition (viability loss, TRAIL sensitization), % at 10 µM;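 active = compounds causing at least 50% loss of cell viability in the single-dose screen, relative to plate controls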
An asterisk follows results filed as active; · = no result given.

no.	Molecule	EBV LMP1 NFkB	KKLEB cytotox	NCOA1 inh	TROY NFkB inh	NCOA3 inh	COUP-TFII inh	CF NFkB block	NR5A2 inv ag	TWEAK-Fn14 inh	NCOA2 inhibitor	C8 TRAIL sens
1	O=S(=O)(/C=C/c1ccccc1)Nc1cccc(S(=O)(=O)NC2=NCCC2)c1	-4	8	-72	8	7	-12	8	-5	2	6	4
2	COc1ccc(CCCc2nnc(SCc3nc4ccccc4c(=O)[nH]3)n2C)c(C)c1	-2	-6	-2	0	-12	-4	0	-4	-15	15	-6
3	O=C(Nc1ccc2c(c1)C(=O)NC2=O)c1ccc(S(=O)(=O)N2CCCC2)cc1	-3	-1	-12	1	-3	13	-42	2	4	-20	5
4	Cc1ccccc1C(=O)N1CCC(C(=O)NN2C(=O)NC3(CCCCC3)C2=O)CC1	-7	7	-7	-5	-18	7	-5	23	8	-8	0
5	COc1c(O)cnn(-c2ccccc2)c1=O	20	-6	-6	16	6	-3	7	-7	-23	9	-24
6	CCOc1ccc(N/C(=N/c2nc(C)cc(C)n2)NC(=O)CC)cc1	2	3	-6	-9	-17	-4	-10	15	-35	-22	3
7	CC1=C(C)/C(=N\OC(=O)/C=C/c2ccccc2)C=CC1=O	-19	-2	-6	-44	9	2	24	2	4	9	2
8	Cc1cccc2cc(CN(Cc3cccnc3)C(=O)c3ccccc3F)c(Cl)nc12	-6	1	-8	14	-1	16	6	-6	11	17	-4
9	O=c1c(-c2ccc3c(c2)OCCO3)coc2cc(OC3OC(CO)C(O)C(O)C3O)ccc12 (centres undefined)	-7	-5	-104	-17	-88	-36	8	-136	-4	-27	54*
10	CCCCCCCNC(=O)c1ccc(N2CCC3(CC2)OCCO3)c([N+](=O)[O-])c1	10	-7	1	-5	3	-5	6	-5	0	9	0
11	CC1CC(C)CN(C(=O)CNC(=O)c2ccc3ccccc3c2)C1 (centres undefined)	-2	-21	-16	-13	2	-13	35	-8	5	-8	-9
12	CCOc1cc(CNC(C)C)c(Cl)cc1OCC(=O)NCCc1ccccc1	-10	14	-4	·	3	6	4	4	28	-20	-5
13	Cc1c(NC(=O)CSCc2ccccc2)cccc1C(=O)O	-4	-8	-3	-26	-28	-3	7	-38	-15	-19	-15
14	CC(C)(C)N(Cc1ccccc1)C(=O)COC(=O)c1ccccc1SCC(=O)N1CCCC1	9	2	-5	-15	-2	10	8	6	9	8	8
15	CN(C)c1cccc(NC(=O)C2Cc3c(-c4ccccc4Oc4ccccc4)ccnc3O2)c1 (centres undefined)	·	-8	-17	25	3	25	12	21	8	-4	2
16	Cc1n[nH]c(C)c1CCNCc1ccc(OCC(O)CN2CCCCC2)cc1 (centres undefined)	0	3	-10	-24	18	-3	-13	-1	-13	-7	0
17	COc1ccc(Cl)cc1-n1c(C)cc(C=O)c1C	-3	-1	-5	-8	11	-7	13	16	3	3	-1
18	CC(C)C(=O)N1CCN(c2ccc(NC(=O)c3ccc(Br)o3)cc2)CC1	-9	8	-12	-16	-15	10	5	-13	-17	-5	-4
19	O=C(CN1CCCCC1)NNC(=O)c1ccc([N+](=O)[O-])cc1	3	0	-2	9	13	16	-6	2	-5	-5	-5
20	Cc1ccc(C)c(NC(=O)Cn2nnc(-c3ccc(N4CCOCC4)cc3)n2)c1	-5	-27	-14	-18	-4	5	25	1	-29	-8	3
21	CCN(CC)CCOC(=O)c1ccc(NC(=O)COc2cc(=O)n(CC)c3ccccc23)cc1	4	-1	-21	-16	4	-25	-29	-8	-23	-22	-3
22	COc1ccc(-c2cc3nc(NCCN4CCCC4)n(C)c(=O)c3s2)cc1OC	·	1	14	-25	-19	-1	-24	-3	-15	-30	-9
23	COc1cc(/C=C2\SC(=O)N(CC(=O)Nc3ccccc3F)C2=O)cc(Cl)c1O	7	2	-2	54*	4	-1	0	12	18	-28	-2
24	O=C(CCCSc1nc2ccccc2s1)NCc1ccc2c(c1)OCO2	-8	0	-22	-75	-15	10	10	-1	-10	-4	-1
25	Cc1c(C(=O)N2CCOCC2)oc2ccc(S(=O)(=O)N3CCCCCC3)cc12	5	2	5	-5	5	-7	4	-18	22	-20	29

Grouped by structure, those above containing fluorine
no.	Molecule	EBV LMP1 NFkB	KKLEB cytotox	NCOA1 inh	TROY NFkB inh	NCOA3 inh	COUP-TFII inh	CF NFkB block	NR5A2 inv ag	TWEAK-Fn14 inh	NCOA2 inhibitor	C8 TRAIL sens
8	Cc1cccc2cc(CN(Cc3cccnc3)C(=O)c3ccccc3F)c(Cl)nc12	-6	1	-8	14	-1	16	6	-6	11	17	-4
23	COc1cc(/C=C2\SC(=O)N(CC(=O)Nc3ccccc3F)C2=O)cc(Cl)c1O	7	2	-2	54*	4	-1	0	12	18	-28	-2

Additional records
no.	Molecule	EBV LMP1 NFkB	KKLEB cytotox	NCOA1 inh	TROY NFkB inh	NCOA3 inh	COUP-TFII inh	CF NFkB block	NR5A2 inv ag	TWEAK-Fn14 inh	NCOA2 inhibitor	C8 TRAIL sens
26	COc1ccc(/C=C/C(=O)OCC(=O)NC2CCS(=O)(=O)C2)cc1 (centres undefined)	-10	24	-2	-7	15	-11	-27	4	0	-9	-4
27	Cc1ccc(Nc2cccc(C(F)(F)F)c2)nn1	-8	3	-13	-21	1	-12	-41	-5	-1	-45	-1
28	CC1(C)Oc2ccc(C(=O)NC3CCCC3)cc2N(CC(=O)NC2CCCCC2)C1=O	2	3	-4	2	9	12	-4	-10	-21	-2	-2
29	O=C(C(c1ccccc1)N1CCOCC1)N1CCOCC1 (centres undefined)	-2	-1	-7	0	-1	4	6	4	4	19	7
30	CCOC(=O)C(NC(=O)CC(C)C)(Nc1sc(C)c(CC)c1C#N)C(F)(F)F (centres undefined)	-6	-7	-5	-13	6	8	15	-3	-5	-9	0
31	O=C(COC(=O)c1ccc(F)cc1)NCCCc1ccccc1	0	-2	19	8	10	6	0	20	-8	-10	2
32	C=CCOC(=O)C1=C(C)NC(=O)NC1c1ccc(N(C)C)cc1 (centres undefined)	2	8	10	-3	4	-3	-6	-10	3	-33	-12
33	COC(=O)c1ccc(C2C(Oc3ccc(OC)cc3)C(=O)N2CCc2ccc(F)cc2)cc1 (centres undefined)	8	-1	6	-18	26	10	-1	2	-8	-1	9
34	Cc1ccc(C(=O)NCC(=O)NCc2ccccc2F)s1	4	-3	2	12	0	4	-6	-9	11	15	7
35	O=C(Oc1ccccc1Cl)c1ccc(N2CCOCC2)c([N+](=O)[O-])c1	6	5	2	0	11	-2	-6	-10	9	0	-6
36	COc1cc(/C=N/NC(N)=O)ccc1OCC(=O)Nc1ccc(C)c(C)c1	5	-4	-15	-50	6	-25	-15	13	-48	-8	6
37	COCCOC(=O)c1c(NC(=O)CN2CCc3ccccc32)sc(C(N)=O)c1C	6	9	-18	12	2	-9	5	-16	-17	0	9
38	O=C1C(Cl)=C(N2CCCCCC2)C(=O)N1c1ccc(Cl)cc1	1	5	-12	-15	-18	16	2	-12	-20	-56	2
39	COc1c(Cl)cc(C(=O)Nc2ccccc2-c2ccccc2)cc1Cl	1	15	·	-13	·	-14	-11	·	-13	-4	5
40	COC(=O)c1nn(-c2cccc(C(F)(F)F)c2)ccc1=O	-7	6	-6	2	15	4	-2	-5	1	-18	-11
41	O=C(c1cccs1)N1C[C@@H](O)[C@H](n2cc(C3CC3)nn2)C[C@@H]1c1ccccc1	-5	-7	-4	-10	-16	10	-12	20	-2	-13	-20

Already shown: an excerpt of the list.
no.	Molecule	EBV LMP1 NFkB	KKLEB cytotox	NCOA1 inh	TROY NFkB inh	NCOA3 inh	COUP-TFII inh	CF NFkB block	NR5A2 inv ag	TWEAK-Fn14 inh	NCOA2 inhibitor	C8 TRAIL sens
37	COCCOC(=O)c1c(NC(=O)CN2CCc3ccccc32)sc(C(N)=O)c1C	6	9	-18	12	2	-9	5	-16	-17	0	9
38	O=C1C(Cl)=C(N2CCCCCC2)C(=O)N1c1ccc(Cl)cc1	1	5	-12	-15	-18	16	2	-12	-20	-56	2
39	COc1c(Cl)cc(C(=O)Nc2ccccc2-c2ccccc2)cc1Cl	1	15	·	-13	·	-14	-11	·	-13	-4	5
40	COC(=O)c1nn(-c2cccc(C(F)(F)F)c2)ccc1=O	-7	6	-6	2	15	4	-2	-5	1	-18	-11
41	O=C(c1cccs1)N1C[C@@H](O)[C@H](n2cc(C3CC3)nn2)C[C@@H]1c1ccccc1	-5	-7	-4	-10	-16	10	-12	20	-2	-13	-20

Screening results: PubChem, several laboratories
